PLK1 PBD inh – blocks phosphopeptide binding to human PLK1 polo-box domain. 360,000 compounds, 2.8% hits. P53350. Plk1 PBD binding of FITC phosphopeptide, fluorescence polarization. Potency, µM, for the others: max response, negative = inhibition, most hits filed as inhibitors; further: potency means the concentration at half of the fitted maximal effect; series mostly up to about 57 µM; on the % scale 0 is the no-effect control and ±100 the full control effect; nearly all actives have a fitted effect of over 65% in size
Target sequence (P53350 whole entry, looked up, the tested form may be a part): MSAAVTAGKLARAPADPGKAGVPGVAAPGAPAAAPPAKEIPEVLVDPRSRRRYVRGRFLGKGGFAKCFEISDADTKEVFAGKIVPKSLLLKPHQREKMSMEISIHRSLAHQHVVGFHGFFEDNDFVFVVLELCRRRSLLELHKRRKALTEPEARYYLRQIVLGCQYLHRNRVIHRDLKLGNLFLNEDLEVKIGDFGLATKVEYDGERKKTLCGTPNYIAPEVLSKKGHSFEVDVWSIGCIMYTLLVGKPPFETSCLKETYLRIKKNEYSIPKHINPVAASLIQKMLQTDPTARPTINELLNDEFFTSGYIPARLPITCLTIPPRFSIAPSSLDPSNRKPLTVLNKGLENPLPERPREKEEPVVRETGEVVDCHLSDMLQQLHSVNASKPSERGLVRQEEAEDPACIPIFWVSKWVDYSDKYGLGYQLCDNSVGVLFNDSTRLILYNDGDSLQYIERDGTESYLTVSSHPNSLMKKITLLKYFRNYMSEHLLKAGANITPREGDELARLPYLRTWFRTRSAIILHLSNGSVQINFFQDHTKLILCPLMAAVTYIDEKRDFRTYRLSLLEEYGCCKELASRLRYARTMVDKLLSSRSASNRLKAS
IL-2 act – activates IL-2 in a cell-based reporter assay. AID 652025. 360,000 compounds, 0.065% hits. IL-2 activation reporter assay, cell-based qHTS; stimulated with anti-CD3/CD4/CD28 beads; in transgenic mouse T cells. activation, % (series mostly up to about 46 µM); in the data active means activation above about 50%; inconclusive means mostly about 30% to 49%; further: 0% is about no effect
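EGFP and DsRed fluorescence is measured by plate cytometry in unstimulated transgenic mouse T cells exposed to compound for 60 minutes, then stimulated 18 hours at 37 degrees C with anti-CD3/anti-CD4 beads plus anti-CD28.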
PI5P4Ka inh – blocks human PI5P4K alpha kinase activity | 330,000 compounds, 1.2% hits | max response, % | PI5P4Kalpha enzyme, ADP-Glo luminescence, 60 min; stronger effect = lower value | P48426 | AID 652105; active means max response of -50% or lower; inconclusive means between -30% and -50%; inactive means -30% or higher; further: value at the top dose of about 77 µM; on the % scale 0 is the no-effect control and ±100 the full control effect
Target sequence (P48426 whole entry, looked up): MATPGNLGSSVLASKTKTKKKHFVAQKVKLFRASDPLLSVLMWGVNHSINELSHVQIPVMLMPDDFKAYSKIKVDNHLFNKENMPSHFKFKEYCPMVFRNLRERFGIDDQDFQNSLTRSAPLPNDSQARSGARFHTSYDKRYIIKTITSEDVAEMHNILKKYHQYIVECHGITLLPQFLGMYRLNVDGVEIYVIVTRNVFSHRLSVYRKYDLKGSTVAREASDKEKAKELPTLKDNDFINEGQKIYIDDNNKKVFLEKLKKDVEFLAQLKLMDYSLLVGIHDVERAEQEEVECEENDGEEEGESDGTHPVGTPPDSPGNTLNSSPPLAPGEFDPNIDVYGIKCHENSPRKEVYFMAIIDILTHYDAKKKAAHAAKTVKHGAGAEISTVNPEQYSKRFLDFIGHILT
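Enzyme plus substrate dispensed, test compounds pinned in, then ATP (5 microM final) added. After 60 min at RT, ADP-Glo reagent 1 for 45 min and reagent 2 for 30 min preceded luminescence imaging.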
DRD3 agonist – agonists of human D3 dopamine receptor; P35462; D3R DiscoveRx beta-arrestin cells, luminescence, 90 min; 410,000 compounds, 0.58% hits; max activation, %; in the data active means max activation above about 30%; further: 0% is about no effect; mostly tested at two doses, the higher about 12 µM
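Agonist-mode cell screen: cells plated at 1500/well and incubated overnight at 37 °C, then exposed to library compounds for 90 min at 37 °C. Detection reagent was added for 30–60 min at room temperature, and luminescence was read.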
GLP1R ag – GLP-1 receptor (human) agonism | P43220 | HEK293 GLP-1R CRE-luciferase, luminescence, 4-6 h; cells express a hypersensitive GLP-1R form | Potency, µM (top dose mostly 45.6 µM), without a hit: at the highest dose activation, hits mostly activators | 380,000 compounds, 0.007% hits | AID 624172; further: potency means the concentration at half of the fitted maximal effect; % of control where 0% means no effect
GLP1R cytotox – cytotoxic in the GLP-1 receptor inverse agonist counter-screen; 410,000 compounds, 0.13% hits; AID 624418; HEK293 cAMP-luciferase reporter cells, luminescence, 24 h; Potency, µM (doses to about 38.3 µM), for inactives: at the highest dose activity change, negative = inhibition, most hits filed as inhibitors;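 further: loss of luciferase light is scored as toxicity; potency means the concentration at half of the fitted maximal effect; on the % scale 0 is the no-effect control and ±100 the full control effect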
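To flag toxic compounds, the library was rerun on cells for 24 hr at 37 deg C and 5% CO2. Viability-linked luminescence was captured 12 min after adding luciferase detection reagent.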
GLP-1R inv ag – inverse agonists of human GLP-1 receptor. AID 624417. Potency, µM (highest dose often 38.3 µM), inactives show top-dose activity change, negative = inhibition, hits mostly inhibitors. P43220. 410,000 compounds, 1.6% hits. HEK293 GLP-1R CRE-luciferase, luminescence, 24 h; GLP-1R form is constitutively active; further: potency means the concentration at half of the fitted maximal effect; on the % scale 0 is the no-effect control and ±100 the full control effect; nearly all actives have a fitted effect of over 55% in size
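Assay principle: reduced luminescence from a cAMP-responsive reporter in HEK293 cells co-expressing a constitutively active GLP-1R. Conditions: 24 hr compound incubation, 37 deg C, 5% CO2.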
D3 antag – antagonists of human D3 dopamine receptor | P35462 | D3R cells, DiscoveRx beta-arrestin luminescence, antagonist mode; stronger effect = lower value | max response, negative = inhibition, % | 360,000 compounds, 2.5% hits | AID 652054; in the data active means max response below about -50%; inconclusive means no clear call, values can overlap the other calls; further: on the % scale 0 is the no-effect control and ±100 the full control effect; mostly tested at two doses, the higher about 12 µM
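Cells expressing the human receptor were seeded at 1500 cells/well, incubated overnight at 37 degrees C in 5% CO2, then exposed to library compounds with dopamine controls for 90 minutes at 37 degrees C before luminescent detection.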
WRN inhibitor – WRN helicase (human) inhibition; WRN helicase unwinding, fluorescent forked duplex, kinetic; 360,000 compounds, 0.46% hits; Q14191; Potency, µM (top dose mostly 114 µM), without a hit: at the top dose activity change, negative = inhibition, actives largely listed as inhibitors; further: potency means the concentration at half of the fitted maximal effect; on the % scale 0 is the no-effect control and ±100 the full control effect; nearly all actives have a fitted effect of over 55% in size
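Primary qHTS, 1536-well format. 20 nM WRN + compound, 15 min RT; start with 100 nM forked fluorophore/quencher duplex, 2 mM ATP (final); kinetic read ex 525/em 598 nm.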
An asterisk follows results filed as active; ? = inconclusive; · = no result given; [ ] = remark or other dose. Unless noted, the call rests on the fitted dose curve; in most records, active means well fitted curve in the direction sought with a large enough effect; inconclusive means small, poorly fitted or top-dose-only effect, or another doubt; inactive means no such curve, though single readings can be large; an effect the other way counts as inactive or inconclusive.

Under each structure: PLK1 PBD inh, IL-2 act, PI5P4Ka inh, DRD3 agonist, GLP1R ag, GLP1R cytotox, GLP-1R inv ag, D3 antag, WRN inhibitor
COc1ccccc1NC(=O)/C(C#N)=C/c1ccncc1
  ?, 0.9, -4, 2, -3%, 5%, 11%, 15, 2%
Cc1ccc(C2(COC(=O)C(C)C)CO2)c(OC(=O)C(C)C)c1 (centres undefined)
  -4%, -0.1, 4, -14, -5%, 2%, 2%, 0, 6%
O=C(CCN1C(=O)C2C3C=CC(C3)C2C1=O)N1CC(=O)N(CCc2ccccc2)C(=O)C1 (centres undefined)
  2%, -0.3, 3, 2, 1%, -16%, 1%, ?, -8%
CNC(=O)NC(=O)C(OC(=O)Cc1cccc(C(F)(F)F)c1)c1ccccc1 (centres undefined)
  -11%, 0.2, 2, -8, 3%, -23%, ?, -8, 0%[57.1 µM]
CCCn1c(N)c(N(CCOC)C(=O)CSc2c(Cl)cccc2Cl)c(=O)[nH]c1=O
  -25%, 1.2, 8, -1, -4%, 2%, 20%, 0, -6%
COc1ccc(N2CCN(C(=O)c3ccc(CNS(=O)(=O)c4cc(C)ccc4C)cc3)CC2)cc1
  -1%, -3.1, 10, 0, 14%, 6%, ?, -5, -27%
CN(CC(=O)Nc1ccccc1C(F)(F)F)C(=O)Cc1ccccc1F
  -3%, -2.8, 1, 0, 10%, -4%, -31%, 16, 5%
CCNC(=O)Nn1c(C)nnc1C
  -5%, -0.1, 9, 2, -9%, -2%, 2%, 0, 2%
Cc1ccccc1OCC(=O)Nc1ccccc1-c1ccccc1NC(=O)COc1ccccc1C
  -9%, 4.8, -2, 2, -11%, 11%, ?, 0, -10%[57.1 µM]
CNC(=O)CN(c1cccc2ccccc12)S(C)(=O)=O
  -19%, 0.0, -2, -13, -9%, -2%, 4%, -5, 11%
S=c1[nH]nc([C@@H]2C[C@H]2c2ccccc2)n1-c1ccccc1
  -8%, -0.3, -8, 5, -3%, -2%[1.53 µM], 11%, -2, -21%[57.1 µM]
COc1ccc(C=O)cc1Cn1cnc2c(cnn2C)c1=O
  ?, 0.0, -4, 2, 9%, -3%, -9%, 8, 4%
CC(OC(=O)[C@@H](NC(=O)c1ccco1)C(C)C)C(=O)Nc1ncc(Cl)cc1Cl (some centres undefined)
  -9%, 0.2, 2, 2, -1%, -2%, -8%, -17, -3%
CC(C)(C)C1CCc2sc(-c3nnc(CCl)o3)cc2C1 (centres undefined)
  -8%, -0.5, 9, 4, 3%, 6%, 8%, 11, -22%
CC(NC(=O)C(=O)N/N=C/c1ccccc1)c1ccccc1 (centres undefined)
  3%, -2.5, -2, -1, 0%, 5%, 3%, -8, 6%
CCCCN1C2=NC(c3ccccc3)CN2c2ccccc21 (centres undefined)
  -1%, -1.1, 0, -16, 1%, ?, ?, -16, -7%
CCOc1cc(/C=C\c2nc(O)c([N+](=O)[O-])c(=O)[nH]2)ccc1OC(C)CC (centres undefined)
  -20%, 0.1, ?, -1, -7%, 9%, 2%, -4, -17%
COc1ccc(Cl)cc1CNCCCSc1ncccn1
  -6%, -0.9, 0, -7, -5%, 18%, -28%, -23, 3%
CCOc1ccc(OCC)c(NC(=O)CCn2c(=O)oc3ccccc32)c1
  -6%, -2.2, 0, -4, 5%, -3%, -1%, 8, 6%
COc1ccc(C(=O)NCc2nc(C)c(C)s2)cc1OC1CCN(C(C)C)CC1
  -2%, -2.4, 7, -1, 4%, -3%, -4%, 1, -24%
CC(=O)Nc1cccc(C(=O)NNC(=O)c2ccc(-n3cnnn3)cc2)c1
  -5%, 0.6, -2, 0, 7%, 0%, 2%, 1, 16%
CCOC(=O)/C(C#N)=C/c1ccc(N2CCCCC2)cc1
  4%, -2.1, 4, 1, -6%, 26%, 15%, 39, 3%
Cc1[nH]c2ccc(C(=O)NC3CCCC3)cc2c1C
  -24%, -0.2, 6, -5, -2%, -14%, ?, -26, -3%
O=C(c1ccccc1)N1CCN(S(=O)(=O)N2CCCCCC2)CC1
  0%, 0.1, 9, 4, 0%, 1%, -15%, 7, -6%
CC1(C(=O)Nc2ccc3c(c2)OCCO3)CCN1Cc1ccccc1OC(F)F (centres undefined)
  3%, -0.8, 1, 5, 26%, 5%, -17%, 29, 5%
CCOC(=O)N1CCN(C(=S)NC(=O)c2ccc(F)c(F)c2)CC1
  -3%, -5.0, 4, 6, 1%, ?, 19%, 2, 2%
CC(C)CNC(=O)C1(C)CCCCCN1C(=O)c1csnn1 (centres undefined)
  -4%, -0.3, 2, -10, 4%, 2%, 8%, 0, 3%
CCn1c(SCC(=O)Nc2ccc3c(c2)OCO3)nnc1-c1ccccc1O
  1%, -0.5, ·, -1, 2%, -1%, -17%, 3, -8%
O=C(/C=C\Nc1ccc2c(c1)OCO2)c1ccc2c(c1)OCO2
  11µM*, 0.3, -59*, 6, 0%, -1%, -27%, 1, -3%
CCC(=O)c1ccc(OCC(=O)NNC(=O)c2cc(C)oc2C)cc1
  -5%, 1.0, 5, 5, 1%, 10%, 1%, 0, -22%

Under each structure: PLK1 PBD inh, IL-2 act, PI5P4Ka inh, DRD3 agonist, GLP1R ag, GLP1R cytotox, GLP-1R inv ag, D3 antag, WRN inhibitor
CC(C)CC(=O)Nc1ccccc1N1CCN(c2ccccc2)CC1
  0%, -2.6, 9, 1, 11%, -2%, ?, 11, -2%
CCC(C)n1c(SCC(=O)/C(C#N)=C(\C)N)nc2ccccc2c1=O (centres undefined)
  0%, -0.7, 0, 8, 23%, 0%, -3%, 0, -6%
COc1ccc(Cc2nc3ccc(C(=O)NC(C)c4cn(C)nc4C)cc3o2)cc1 (centres undefined)
  -12%, 1.6, 7, -1, 11%, -11%, -12%, 4, -13%
C=CCNC(=S)NN=C1CCCCCCC1
  -1%, -5.7, -2, -7, 14%, ?, 3.5µM*, 3, 1%
O=C(NCCN1CCN(c2ccccc2F)CC1)c1cccn2c(=O)c3ccccc3nc12
  1%, 7.2, ·, -17, 0%, 38%[activator], 36%[activator], -50*, -4%
O=C(CS(=O)(=O)Cc1ccccc1)NCc1ccco1
  -10%, 0.4, -27, 0, 4%, 1%, -13%, -15, -8%
COc1cccc(NC(=O)CN(C)C(=O)c2cc(C3CC3)nn2-c2ccccc2)c1
  0%, 1.0, -1, -10, -4%, 4%, ?, -22, 2%
COc1cc(NC(=O)C(Cc2ccccc2)n2cccc2)cc(OC)c1 (centres undefined)
  5%, -0.9, 0, -2, 3%, -1%, ?, 22, -6%
CC(=O)NC(=S)Nc1ccccc1N1CCCCC1
  -23%, -0.4, 1, -22, 8%, -2%, ?, -16, 0%
COC(=O)C1=NN(C(=O)c2cccc(Cl)c2)C(O)(C(C)(C)C)C1 (centres undefined)
  -3%, -0.1, 1, 11, -12%, -7%, 2%, 5, 1%
Cc1cnc(NC(=O)c2ccc3c(c2)C(=O)N(Cc2ccco2)C3=O)s1
  -12%, -0.1, -13, -9, -13%, 4%, -17%, 0, 6%
Cc1ccc(-n2c(SCc3ccc(C#N)cc3)nnc2-c2ccccn2)cc1
  -1%, 1.3, 3, -2, 5%, -12%, 1%, -6, -2%
O=C(Nc1ccccc1F)Nc1cc(Cl)ccc1-n1cncn1
  -19%, -1.2, 13, -7, 11%, 1%, -14%, -10, -5%
COC(=O)[C@@]12C[C@@H](CC(=O)NCC34CC5CC(CC(C5)C3)C4)C(=O)N(Cc3ccc4c(c3)OCO4)C1=CCC(C)(C)C2
  -9%, -0.9, 0, -1, ·, -2%, ?, -16, -1%
O=C(CN1C(=O)NC(Cc2ccccc2)C1=O)Nc1ccccc1OC(F)F (centres undefined)
  -8%, 0.5, -9, 3, -3%, 0%, -8%, 5, 6%
Fc1ccc(NC2=NCCCCC2)cc1
  -2%, -0.5, -6, -6, 0%, 5%, 18%, 2, 9%
COc1ccc(C2CC(c3ccccc3F)=NN2c2ccc(S(N)(=O)=O)cc2)cc1 (centres undefined)
  -18%, 0.4, 4, 12, 0%, 43%[activator], 10%, 24, -7%
CCOC(=O)CC(=O)Nc1ccn[nH]1
  -2%, -0.4, ?, 5, -1%, 4%, 18%, -10, -2%
CC(=O)OCc1c(-c2ccccc2)c2cc([N+](=O)[O-])ccc2n1C
  -10%, -0.3, 18, 3, 15%, -6%, ?, -10, -1%
O=C(Nc1ncnc2sc3c(c12)CCCCC3)c1ccc(F)cc1
  -2%, 1.2, 5, 9, 13%, -6%, -56%, -17, -16%
Cc1ccc(NC(=O)c2nc[nH]c2C(=O)N2CCC(C)CC2)cc1
  -9%, -0.5, 5, 10, -3%, -3%, 11%, -5, -5%
COc1ccc(N2CCN(c3nc4c(c(=O)n(C)c(=O)n4C)n3Cc3ccccc3)CC2)cc1
  -6%, -0.7, 20, 0, 2%, -17%, ?, 29, -3%
Cc1cccc(N(C)C(=O)CCS(=O)(=O)c2cc3c(cc2Cl)NC(=O)CO3)c1
  ?, 1.9, -4, 0, 8%, -24%, 1%, 6, -1%
CCN(Cc1cc(=O)n2ccsc2n1)c1cccc2ccccc12
  -11%, -0.8, -6, 4, 24%, 11%, ?, 4, -4%
O=C1/C(=C\c2ccco2)CCC/C1=C\c1ccco1
  5%, 1.3, ?, 4, -3%, ?, 34%[activator], -2, 16µM*
CN(C)CCNC(=O)Cn1nc(C(F)F)cc1C1CC1
  -9%, 0.7, ·, 0, -1%, 14%, 1%, ?, 0%
c1coc(-c2nnc3sc(-c4cccs4)nn23)c1
  -22%, -2.7, ·, -1, 28%, 0%, 0%, -9, -36%
O=C(NC1CCCCC1)c1ccccc1C(F)(F)F
  6%, 1.4, 3, 3, 2%, -5%, -6%, 0, -4%[57.1 µM]
CN1C2=NCCN2C(=O)c2cc(Cl)ccc21
  -6%, -1.9, -12, 3, 8%, 7%, 37%[activator], -9, 8%
CC(C)Oc1ccc(CN2CCC(n3nccc3NC(=O)CCc3ccccc3)CC2)cc1
  -7%, -4.6, -1, -11, 4%, -13%, ?, -26, -29%
CCn1c(SCC(=O)N(C)CC(=O)Nc2ccc(OC)cc2)nnc1-c1ccco1
  -20%, 1.2, -6, -4, 10%, 0%, 1%, 0, -23%
COc1ccc(-n2nc3ccc(NS(C)(=O)=O)cc3n2)cc1Cl
  -11%, 0.1, 6, 1, 5%, 78%[activator], 59%[activator], 1, 3%
